SR-BI DiI-HDL act – activators of SR-BI mediated DiI-HDL uptake, primary screen, ldlA[mSR-BI] CHO cells, DiI fluorescence; 3 h; 100 = double the neutral-control signal; activation, % at 12.5 µM; 320,000 tested, 0.096% active;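 active = mean replicate activation of at least 60% and every replicate at or above 60%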;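 note: 0% = median plate neutral-control signal and 100% = twice that signal; values of inactives mirror those of a sister screen read the other way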
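Material: SR-BI-overexpressing, LDLR-lacking CHO cells; schedule: compound exposure 3 h, 37 °C; reagent: DiI-labelled HDL at 10 µg/mL final; technique: bottom-read fluorescence, 550/595 nm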
Rtt109 Vps75 – inhibitors of C. albicans Rtt109/Vps75 HAT, primary screen, biochemical, ThioGlo CoA-SH fluorescence, plate reader; inhibition, % at 34.9 µM; AID 540336, 2011; Histone acetyltransferase RTT109 (Candida albicans (strain SC5314 / ATCC MYA-2876)), …; 330,000 tested, 0.16% active; purified Rtt109/Vps75, 4 h;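 active = inhibition of at least 50% in every replicate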
PfHsp90 yeast 2 – growth inhibition of PfHsp90-expressing yeast, primary screen, antimalarial PfHsp90 inhibitor project, S. cerevisiae, BacTiter-Glo luminescence, single point, set 2; 310,000 tested, 0.32% active; AID 504621, 2011; inhibition, % at 9.4 µM; BacTiter-Glo ATP, 48 h; yeast lacking PDR1 and PDR3 efflux regulators;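 active = every replicate shows inhibition above about 80%, whatever the replicate mean, limit read from the data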;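 note: 0% = DMSO neutral controls and 100% = 20 µM radicicol positive controls; yeast relying on Plasmodium falciparum Hsp90 in place of its own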
MITF TRPM1 HTS – activators of MITF-driven TRPM1 promoter reporter, primary screen, cell-based, SK-MEL-5, luciferase, single point; SK-MEL-5 TRPM1-promoter luciferase, 24 h; % of positive control, neutral wells = 0; activation, % at 12.5 µM; 300,000 tested, 0.75% active; AID 588334, 2011;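 active = mean activation of at least 80% with every replicate also reaching 80%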;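 note: 0% = neutral control wells and 100% = parthenolide positive control wells; values of inactives mirror those of a sister screen read the other way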
SR-BI HDL uptake – inhibitors of SR-BI mediated HDL lipid uptake, primary screen, ldlA[mSR-BI] cells, fluorescence, single point; AID 488896, 2010; ldlA[mSR-BI] CHO cells, DiI-HDL uptake fluorescence, 3 h; 320,000 tested, 0.96% active; inhibition, % at 12.5 µM;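 active = mean replicate inhibition of at least 70% and a set share of replicates each scoring 70 or more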;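 note: 0% = median of neutral control wells and 100% = median of positive control wells; values of inactives mirror those of a sister screen read the other way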
NSD2 inh – NSD2 histone methyltransferase inhibitors, primary screen, biochemical, AlphaScreen, single concentration, set 2; NSD2 peptide methylation, 120 min; 310,000 tested, 0.54% active; inhibition, % at 12.5 µM; AID 743445, 2014; in the data active = inhibition above about 50%
Target sequence (O96028 whole entry, looked up): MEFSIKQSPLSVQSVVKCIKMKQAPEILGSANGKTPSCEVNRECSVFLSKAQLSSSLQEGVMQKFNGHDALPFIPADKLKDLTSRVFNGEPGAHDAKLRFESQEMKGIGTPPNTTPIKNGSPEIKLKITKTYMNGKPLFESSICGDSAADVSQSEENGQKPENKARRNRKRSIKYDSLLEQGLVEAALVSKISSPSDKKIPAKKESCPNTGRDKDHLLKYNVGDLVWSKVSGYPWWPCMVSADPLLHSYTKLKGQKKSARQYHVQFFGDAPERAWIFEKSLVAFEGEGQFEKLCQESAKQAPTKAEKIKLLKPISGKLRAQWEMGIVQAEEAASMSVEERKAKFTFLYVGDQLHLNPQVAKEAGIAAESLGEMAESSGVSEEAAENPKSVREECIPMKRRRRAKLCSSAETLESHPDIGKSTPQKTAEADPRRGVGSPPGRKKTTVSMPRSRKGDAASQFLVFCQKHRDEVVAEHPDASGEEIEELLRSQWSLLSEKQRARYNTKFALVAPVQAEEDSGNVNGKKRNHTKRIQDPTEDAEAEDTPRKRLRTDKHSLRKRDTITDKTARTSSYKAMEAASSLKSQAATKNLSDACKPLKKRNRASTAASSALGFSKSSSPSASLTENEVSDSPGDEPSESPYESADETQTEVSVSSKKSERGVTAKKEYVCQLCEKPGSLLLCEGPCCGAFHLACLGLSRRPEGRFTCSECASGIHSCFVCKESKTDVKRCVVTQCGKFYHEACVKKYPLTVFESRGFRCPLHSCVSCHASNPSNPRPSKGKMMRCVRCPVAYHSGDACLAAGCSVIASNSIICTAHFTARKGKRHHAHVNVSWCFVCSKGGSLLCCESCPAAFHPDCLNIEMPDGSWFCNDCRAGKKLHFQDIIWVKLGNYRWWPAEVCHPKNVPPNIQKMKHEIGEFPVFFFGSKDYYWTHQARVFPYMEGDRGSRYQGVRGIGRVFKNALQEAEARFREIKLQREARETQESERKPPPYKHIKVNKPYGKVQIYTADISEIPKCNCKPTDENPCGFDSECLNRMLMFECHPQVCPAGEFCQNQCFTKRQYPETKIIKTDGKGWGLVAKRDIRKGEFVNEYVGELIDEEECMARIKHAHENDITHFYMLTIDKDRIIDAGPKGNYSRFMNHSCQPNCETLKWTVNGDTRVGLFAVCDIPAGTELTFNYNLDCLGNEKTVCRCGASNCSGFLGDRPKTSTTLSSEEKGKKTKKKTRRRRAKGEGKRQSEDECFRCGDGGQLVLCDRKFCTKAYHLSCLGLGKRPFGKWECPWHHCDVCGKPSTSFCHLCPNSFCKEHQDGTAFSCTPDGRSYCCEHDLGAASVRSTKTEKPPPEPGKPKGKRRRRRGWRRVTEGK
PvdQ inh – P. aeruginosa PvdQ acylase inhibitors, primary screen, biochemical, fluorescence, plate reader and imaging, single point | purified PvdQ acylase | inhibition, % at 10 µM | 340,000 tested, 0.063% active; in the data active = inhibition above about 30%, passing the limit was not always enough;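 note: 0% = vehicle neutral wells and 100% = reference inhibitor wells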
dFosB act – activators of delta FosB homodimer, primary screen, biochemical, fluorescence polarization, TAMRA-CDK5 oligo, single point; Protein FosB (Mus musculus), P13346; purified delta FosB; percent of positive-control signal above neutral wells; activation, % at 25 µM; 340,000 tested, 0.99% active; AID 493131, 2011;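 active = mean activation above about 17%, with every replicate also reaching it, limit read from the data, passing the limit was not always enough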;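 note: fluorescence polarization rise as delta FosB binds a TAMRA Cdk5 AP-1 oligo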
CAL PDZ FP-1 – untagged CAL PDZ binding inhibitors, primary screen, biochemical, fluorescence polarization, HTS. Golgi-associated PDZ and coiled-coil motif-containing protein (Homo sapiens), Q9HD26. purified CAL PDZ, TMR-peptide fluorescence polarization, 1 h. inhibition, % at 24.9 µM. 300,000 tested, 0.92% active. AID 602252, 2012;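 active = mean inhibition of at least 30% with at least half of replicates also reaching 30%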;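 note: 0% = DMSO neutral control and 100% = excess unlabeled competitor peptide PRC23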
CAL PDZ FP-2 – CAL PDZ peptide-binding inhibitors, primary screen, biochemical, fluorescence polarization, Cer-tagged CAL PDZ, HTS; purified CAL PDZ, TMR-peptide fluorescence polarization, 1 h; inhibition, % at 20 µM; 330,000 tested, 0.02% active; AID 504414, 2011;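 active = highest replicate inhibition of at least 40%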;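 note: plate controls were DMSO neutral control wells for no effect and unlabeled competitor peptide control wells for full effect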
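Material: tagged CAL PDZ domain; buffer or medium: 25 mM sodium phosphate pH 7.4, 150 mM NaCl, TCEP, IgG, Thesit; compound dosing: single point, 20 µM; schedule: 1 h incubation at room temperature before polarization reading; measured by: FP readout, S and P plane fluorescence; read-out basis: percent inhibition from loss of millipolarization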
Active calls of the source: *.

How did COC(=O)c1cc(S(=O)(=O)Nc2cccc(OC)c2)cn1C do in these assays?
SR-BI DiI-HDL act: -11; Rtt109 Vps75: 11; PfHsp90 yeast 2: -14; MITF TRPM1 HTS: -10; SR-BI HDL uptake: 11; PvdQ inh: -15; dFosB act: 4; CAL PDZ FP-2: -0.2

What do the screens show for `CC(C)(C)c1ccc(OCC(=O)NNC(=O)Cc2cccs2)cc1`?
SR-BI DiI-HDL act: 10; Rtt109 Vps75: 5; MITF TRPM1 HTS: -9; SR-BI HDL uptake: -10; NSD2 inh: 2; PvdQ inh: 8; dFosB act: 3; CAL PDZ FP-1: -1; CAL PDZ FP-2: 0.2

How did Cc1cc(=O)[nH]c(N/N=C/c2ccc(-c3ccc([N+](=O)[O-])cc3)o2)n1 do in these assays?
Rtt109 Vps75: -1; PfHsp90 yeast 2: 14; NSD2 inh: 6; PvdQ inh: -9; dFosB act: -9; CAL PDZ FP-1: -5; CAL PDZ FP-2: 0.3

What do the screens show for `Cc1cccc(C)c1NC(=O)CSc1nnc(NC(=O)C2CC2)s1`?
Rtt109 Vps75: -4; PfHsp90 yeast 2: -10; MITF TRPM1 HTS: -8; NSD2 inh: -2; PvdQ inh: 4; dFosB act: 11; CAL PDZ FP-2: -0.2

How did COc1ccccc1C(=O)NC(=O)COC(=O)c1ccc(Br)o1 do in these assays?
SR-BI DiI-HDL act: 31; Rtt109 Vps75: -11; MITF TRPM1 HTS: 0; SR-BI HDL uptake: -31; NSD2 inh: 5; PvdQ inh: -17; dFosB act: -3; CAL PDZ FP-1: -1; CAL PDZ FP-2: 0.4

Results for COC(=O)C1C2CCC(C2)C1C(=O)OCC(=O)c1ccccc1 (stereo unspecified) ?
SR-BI DiI-HDL act: -2; Rtt109 Vps75: -7; SR-BI HDL uptake: 2; NSD2 inh: -3; PvdQ inh: -1; dFosB act: -1; CAL PDZ FP-1: -2; CAL PDZ FP-2: -0.8

Results for CCN1C(=NCCCCO)N[C@@H](c2cccc(F)c2)C(C(=O)OC)=C1C ?
SR-BI DiI-HDL act: 2; Rtt109 Vps75: 5; PfHsp90 yeast 2: 14; MITF TRPM1 HTS: -3; SR-BI HDL uptake: -2; PvdQ inh: 9; dFosB act: 2; CAL PDZ FP-1: -2; CAL PDZ FP-2: 0.0

How did OC(CN1CCCCC1)c1ccc2c3c(cccc13)CC2 (stereo unspecified) do in these assays?
SR-BI DiI-HDL act: 10; Rtt109 Vps75: -4; PfHsp90 yeast 2: -13; MITF TRPM1 HTS: 2; SR-BI HDL uptake: -10; NSD2 inh: 1; PvdQ inh: -7; dFosB act: 14; CAL PDZ FP-1: -5; CAL PDZ FP-2: -0.8

What do the screens show for `Cc1cccc(C(=O)n2cnnc2N)c1`?
SR-BI DiI-HDL act: 18; Rtt109 Vps75: 11; PfHsp90 yeast 2: 19; MITF TRPM1 HTS: 5; SR-BI HDL uptake: -18; NSD2 inh: 3; PvdQ inh: -1; dFosB act: 0; CAL PDZ FP-1: 3; CAL PDZ FP-2: -0.4

What do the screens show for `CC/C(=N\NC(=O)COc1ccc(Br)cc1)c1ccc(OC)c(OC)c1`?
SR-BI DiI-HDL act: 8; Rtt109 Vps75: 4; PfHsp90 yeast 2: 8; MITF TRPM1 HTS: -1; SR-BI HDL uptake: -8; NSD2 inh: -1; PvdQ inh: -10; dFosB act: -15; CAL PDZ FP-1: -7; CAL PDZ FP-2: -1.2

Results for O=C(/C=C/c1cccc([N+](=O)[O-])c1)NCCSCc1ccc(Cl)cc1Cl ?
SR-BI DiI-HDL act: 4; Rtt109 Vps75: -6; PfHsp90 yeast 2: -38; MITF TRPM1 HTS: 8; SR-BI HDL uptake: -4; NSD2 inh: 2; PvdQ inh: -7; dFosB act: -4; CAL PDZ FP-1: -1; CAL PDZ FP-2: -3.0

What do the screens show for `Cc1ccc(Cn2c(C(CO)Nc3nc(-c4ccc(F)cc4)cs3)nc3ccccc32)cc1` (stereo unspecified)?
SR-BI DiI-HDL act: -10; Rtt109 Vps75: 5; PfHsp90 yeast 2: -6; MITF TRPM1 HTS: -4; SR-BI HDL uptake: 10; PvdQ inh: 5; dFosB act: -3; CAL PDZ FP-1: -4; CAL PDZ FP-2: -0.1

How did CN(C)c1ccc(/C=N/NC(=O)CCc2c[nH]c3ccccc23)cc1 do in these assays?
SR-BI DiI-HDL act: 0; Rtt109 Vps75: -4; PfHsp90 yeast 2: 26; MITF TRPM1 HTS: -3; SR-BI HDL uptake: 0; NSD2 inh: 10; PvdQ inh: -6; dFosB act: -5; CAL PDZ FP-1: 1; CAL PDZ FP-2: -1.7

What do the screens show for `Cc1c(S(=O)(=O)N2CCCC(C)C2)c(=O)n(C)c(=O)n1C` (stereo unspecified)?
SR-BI DiI-HDL act: -3; Rtt109 Vps75: -3; MITF TRPM1 HTS: 1; SR-BI HDL uptake: 3; PvdQ inh: -10; dFosB act: 1; CAL PDZ FP-1: -1; CAL PDZ FP-2: -1.9

What do the screens show for `CC1=C(C(=O)OCc2ccccc2)C(c2cccc(F)c2)NC(=O)N1` (stereo unspecified)?
SR-BI DiI-HDL act: -15; Rtt109 Vps75: -1; PfHsp90 yeast 2: -10; SR-BI HDL uptake: 15; NSD2 inh: 0; PvdQ inh: -9; dFosB act: 2; CAL PDZ FP-1: -7; CAL PDZ FP-2: -0.9

Results for CCC(=O)NC1(C(F)(F)F)C(=O)Nc2c1c(=O)n(C)c(=O)n2C (stereo unspecified) ?
SR-BI DiI-HDL act: 13; Rtt109 Vps75: -4; PfHsp90 yeast 2: -12; MITF TRPM1 HTS: 2; SR-BI HDL uptake: -13; NSD2 inh: 1; PvdQ inh: -11; dFosB act: 0; CAL PDZ FP-2: 0.7

What do the screens show for `O=C(OCc1cccc([N+](=O)[O-])c1)c1ccncc1`?
SR-BI DiI-HDL act: -2; Rtt109 Vps75: -2; PfHsp90 yeast 2: -6; MITF TRPM1 HTS: 0; SR-BI HDL uptake: 2; NSD2 inh: -2; PvdQ inh: -1; dFosB act: 2; CAL PDZ FP-1: -1; CAL PDZ FP-2: -2.6

How did Cc1ccc(-c2noc(CSc3nnnn3-c3ccccc3)n2)cc1 do in these assays?
SR-BI DiI-HDL act: 3; Rtt109 Vps75: -10; PfHsp90 yeast 2: 0; MITF TRPM1 HTS: -4; SR-BI HDL uptake: -3; PvdQ inh: -9; dFosB act: 3; CAL PDZ FP-1: -4; CAL PDZ FP-2: -2.0

What do the screens show for `COc1ccc(NC(=O)CN(C)C(=O)c2cc(-c3ccccc3)nc3ccccc23)cc1`?
SR-BI DiI-HDL act: -31; Rtt109 Vps75: 0; PfHsp90 yeast 2: 12; MITF TRPM1 HTS: -6; SR-BI HDL uptake: 31; NSD2 inh: 0; PvdQ inh: -1; dFosB act: -5; CAL PDZ FP-1: -2; CAL PDZ FP-2: -0.6

Results for CCCCCCCC(=O)NNC(=O)c1ccc([N+](=O)[O-])cc1 ?
SR-BI DiI-HDL act: -7; Rtt109 Vps75: 0; PfHsp90 yeast 2: 3; MITF TRPM1 HTS: -5; SR-BI HDL uptake: 7; NSD2 inh: 2; PvdQ inh: -5; dFosB act: -1; CAL PDZ FP-1: -3; CAL PDZ FP-2: 0.0

What do the screens show for `COc1ccc(-c2csc(NC(=O)c3ccoc3C)n2)cc1`?
SR-BI DiI-HDL act: -41; Rtt109 Vps75: -9; PfHsp90 yeast 2: -19; MITF TRPM1 HTS: 86*; SR-BI HDL uptake: 41; NSD2 inh: 0; PvdQ inh: 0; dFosB act: 3; CAL PDZ FP-1: 3; CAL PDZ FP-2: -0.9

What do the screens show for `O=C(O)c1ccc(N/N=C/c2cn(Cc3ccc(F)cc3)c3ccccc23)cc1`?
SR-BI DiI-HDL act: -2; Rtt109 Vps75: 17; PfHsp90 yeast 2: -8; MITF TRPM1 HTS: 22; SR-BI HDL uptake: 2; NSD2 inh: 6; PvdQ inh: 10; dFosB act: -12; CAL PDZ FP-1: -2; CAL PDZ FP-2: -0.7

How did CCC(C)NC(=O)C1CCN(S(=O)(=O)N2CCCC2)CC1 (stereo unspecified) do in these assays?
SR-BI DiI-HDL act: -7; Rtt109 Vps75: 3; PfHsp90 yeast 2: 1; MITF TRPM1 HTS: -3; SR-BI HDL uptake: 7; NSD2 inh: -3; PvdQ inh: -2; dFosB act: -11; CAL PDZ FP-1: -1; CAL PDZ FP-2: -1.0

How did O=C(CCN1CCN(c2ccccc2F)CC1)Nc1ccc2c(c1)OCO2 do in these assays?
SR-BI DiI-HDL act: -25; PfHsp90 yeast 2: -19; MITF TRPM1 HTS: -4; SR-BI HDL uptake: 25; NSD2 inh: 2; PvdQ inh: -3; dFosB act: -1; CAL PDZ FP-1: 0; CAL PDZ FP-2: -1.8

A portion from further up:
What do the screens show for `COc1ccc(-c2csc(NC(=O)c3ccoc3C)n2)cc1`?
SR-BI DiI-HDL act: -41; Rtt109 Vps75: -9; PfHsp90 yeast 2: -19; MITF TRPM1 HTS: 86*; SR-BI HDL uptake: 41; NSD2 inh: 0; PvdQ inh: 0; dFosB act: 3; CAL PDZ FP-1: 3; CAL PDZ FP-2: -0.9

What do the screens show for `O=C(O)c1ccc(N/N=C/c2cn(Cc3ccc(F)cc3)c3ccccc23)cc1`?
SR-BI DiI-HDL act: -2; Rtt109 Vps75: 17; PfHsp90 yeast 2: -8; MITF TRPM1 HTS: 22; SR-BI HDL uptake: 2; NSD2 inh: 6; PvdQ inh: 10; dFosB act: -12; CAL PDZ FP-1: -2; CAL PDZ FP-2: -0.7

How did CCC(C)NC(=O)C1CCN(S(=O)(=O)N2CCCC2)CC1 (stereo unspecified) do in these assays?
SR-BI DiI-HDL act: -7; Rtt109 Vps75: 3; PfHsp90 yeast 2: 1; MITF TRPM1 HTS: -3; SR-BI HDL uptake: 7; NSD2 inh: -3; PvdQ inh: -2; dFosB act: -11; CAL PDZ FP-1: -1; CAL PDZ FP-2: -1.0

How did O=C(CCN1CCN(c2ccccc2F)CC1)Nc1ccc2c(c1)OCO2 do in these assays?
SR-BI DiI-HDL act: -25; PfHsp90 yeast 2: -19; MITF TRPM1 HTS: -4; SR-BI HDL uptake: 25; NSD2 inh: 2; PvdQ inh: -3; dFosB act: -1; CAL PDZ FP-1: 0; CAL PDZ FP-2: -1.8

Screening data as filed in PubChem BioAssay.
